# Bioassay records (PubChem)
# D1 ag = agonists of human D1 dopamine receptor; P21728; HEK293 T-REx D1 cells, calcium flux, agonist mode; activation, % at 2 µM; 1% of 360,000 active; AID 504660; note: 0% is about no effect
#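 Agonism was scored from calcium flux recorded over 180 s (1 read/s) after pintool compound addition, following a 10-cycle baseline. Cells were inducible force-coupled HEK293 TREx D1, plated overnight at 30 C and loaded with no-wash calcium dye.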
# TRHR PAM = allosterically enhances the human TRH receptor; AID 493056; P34981; TRHR cells, fluo-8 calcium fluorescence, EC20 TRH enhancement; enhancement, % at 2 µM; 0.66% of 360,000 active; in the data active = enhancement above about 30%; note: 0% is about no effect
#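 TRHR-expressing cells loaded with fluo-8 calcium dye were read kinetically (ex 480/em 530) during compound addition, then stimulated with an EC20 of TRH (10 nM final). Enhancement of the Gq-mediated intracellular calcium response was scored.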
# RXFP1 antagonist = blocks the human relaxin receptor RXFP1; activity change, negative = inhibition, % at 57.5 µM; Q9HBX9; 0.59% of 350,000 active; HEK293-RXFP1, relaxin-stimulated cAMP HTRF, 30 min; active compounds read low;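 active = activity change of -60% or lower, but not beyond a set lower limit; inconclusive = change between -60% and -40%, or beyond the set limit; inactive = change above -40%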; note: % is set by controls: 0 for no effect and ±100 for the full control effect
# Target sequence (Q9HBX9 whole entry, looked up): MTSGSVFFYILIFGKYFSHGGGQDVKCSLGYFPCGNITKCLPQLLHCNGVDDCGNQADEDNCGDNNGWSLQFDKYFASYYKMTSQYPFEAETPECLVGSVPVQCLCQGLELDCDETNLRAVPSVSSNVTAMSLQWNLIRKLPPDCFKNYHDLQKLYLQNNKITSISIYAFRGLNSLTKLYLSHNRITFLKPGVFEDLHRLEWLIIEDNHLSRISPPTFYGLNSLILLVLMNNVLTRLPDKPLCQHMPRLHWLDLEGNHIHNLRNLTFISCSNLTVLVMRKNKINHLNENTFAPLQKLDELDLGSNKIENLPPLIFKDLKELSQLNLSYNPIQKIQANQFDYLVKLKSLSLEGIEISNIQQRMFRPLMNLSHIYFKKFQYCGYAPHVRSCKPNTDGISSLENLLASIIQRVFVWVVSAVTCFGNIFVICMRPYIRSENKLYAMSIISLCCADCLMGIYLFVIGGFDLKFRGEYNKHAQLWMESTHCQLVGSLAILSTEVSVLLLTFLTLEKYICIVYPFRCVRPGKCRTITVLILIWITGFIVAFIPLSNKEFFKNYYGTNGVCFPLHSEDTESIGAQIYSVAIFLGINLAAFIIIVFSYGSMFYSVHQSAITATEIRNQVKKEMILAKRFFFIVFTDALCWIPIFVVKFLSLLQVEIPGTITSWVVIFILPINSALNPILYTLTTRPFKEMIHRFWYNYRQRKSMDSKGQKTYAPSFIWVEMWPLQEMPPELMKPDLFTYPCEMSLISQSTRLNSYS
# D2 ag = activates the human D2 dopamine receptor; activation, % at 2 µM; 0.53% of 340,000 active; P14416; HEK293 T-REx D2 cells, calcium flux agonist mode;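 active = activation over 3 SD above normal in the single-dose calcium agonist read, cut at about 30% in these data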; note: 0% is about no effect
#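 HEK293 Trex D2 cells, tetracycline-induced, o/n 30 C 5% CO2; no-wash Ca dye, RT 30–90 min; 10-cycle baseline, 23 nl cpd added, kinetic Ca read 180 s; agonist hits = positive Ca response.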
# D2 antag = antagonizes the human D2 dopamine receptor; 2% of 340,000 active; inhibition, % at 10 µM; AID 485344; P14416; HEK293 TREx D2 cells, calcium flux, dopamine EC80; in the data active = inhibition above about 30%; note: 0% is about no effect
#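 Read-out: kinetic calcium fluorescence (1 cycle/s) in inducible HEK293 T-REx D2 cells after an EC80 dopamine addition that followed 180 s compound preincubation. Loss of the dopamine response indicates antagonism.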
# TRHR ag = activates the human TRH receptor. TRHR cells, calcium flux fluo-8, FDSS agonist mode. activation, % at 2 µM. 0.18% of 360,000 active. AID 493084; note: 0% is about no effect
#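 Steps: seed TRHR cells overnight; add fluo-8 no-wash Ca dye, RT 30 min–1.5 h; record 10 s baseline; pin-transfer compounds; monitor fluorescence 1 cycle/s for the agonist window. Calcium increases flag candidate agonists.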
# D2 potentiator = positively modulates the human D2 dopamine receptor allosterically; P14416; HEK293 T-REx D2, calcium flux, EC20 dopamine potentiation; potentiation, % at 10 µM; 0.34% of 340,000 active;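 active = potentiation over 3 SD above the plate norm, cut at about 30% in these data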; note: 0% is about no effect
#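 Tetracycline-induced Hek293 Trex D2 cells, force-coupled to calcium, loaded with no-wash calcium dye. Compound added with 180 s kinetic read for agonism, then EC20 dopamine and a further 180 s read for potentiation.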
# D1 potentiator = enhances dopamine response at the human D1 receptor; P21728; HEK293 TREx D1 cells, calcium flux, dopamine EC20 potentiation; potentiation, % at 10 µM; 0.036% of 360,000 active; in the data active = potentiation above about 30%; note: 0% is about no effect
# D1 antag = antagonists of human D1 dopamine receptor | P21728 | HEK293 TREx D1 cells, calcium flux, dopamine EC80; active compounds read low | activity change, negative = inhibition, % at 10 µM | 3.2% of 360,000 active | AID 504652; in the data active = activity change below about -30%; note: % is set by controls: 0 for no effect and ±100 for the full control effect
#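 Calcium flux readout: force-coupled, inducible Hek293 Trex D1 line, cells induced overnight at 30 C with tetracycline, dye-loaded 30–90 min at RT. Antagonism scored against EC80 dopamine challenge given 180 s after compound.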
# Active calls of the source: *; ? = inconclusive; nt = no result given. Cut-off read from the data, not from the text of the source, unless noted: active = activation above about 30%; inactive = the rest.
SMILES,D1 ag,TRHR PAM,RXFP1 antagonist,D2 ag,D2 antag,TRHR ag,D2 potentiator,D1 potentiator,D1 antag
CC(=O)Nc1ccc(SC[C@H](CC(C)C)N2CCN(CC(C)C)CCC2=O)cc1,3.1,-0.8,nt,0.3,14.0,-0.3,-0.5,-2.9,7.8
COC(=O)c1ccccc1S(=O)(=O)Nc1ccc(OC)nc1,1.5,6.8,-2.5,-0.3,8.3,0.0,1.7,-10.8,-12.3
Cc1ccc(NC(=O)C/C(N)=N/OC(=O)Nc2cccc(C)c2)cc1,2.7,3.5,1.7,4.9,2.4,0.0,-1.0,-0.5,8.9
O=C(O)c1ccc2nc(-c3cc4cc(F)ccc4oc3=O)[nH]c2c1,4.2,0.7,-23.0,-5.7,nt,0.4,4.9,2.1,15.4
COc1cccc(C(=O)NC(Cc2ccccc2)c2ccc3c(c2)OCCCO3)c1 (stereo not drawn),1.1,3.4,1.4,0.6,-1.2,0.3,-2.2,-0.8,5.8
O=C(c1ccccc1Cl)N1N=C(c2cccs2)CC1c1cccc(O)c1 (stereo not drawn),3.5,-2.1,-23.0,1.3,-14.4,-0.1,0.1,-1.4,4.0
O=C(Nc1ccccc1)Nc1cc([N+](=O)[O-])ccc1F,20.1,3.4,-2.9,0.8,-1.7,1.8,-2.5,-7.5,-18.9
COc1ccc(/C=C(\NC(=O)/C=C/c2ccco2)C(=O)NCCc2nc3ccccc3[nH]2)cc1,3.9,1.2,0.4,-0.9,9.9,-0.1,-0.1,-2.3,-3.2
CCCCN(C(=O)c1ccc(-c2ccc(Cl)cc2)o1)c1c(N)n(CCC)c(=O)[nH]c1=O,-0.2,-5.4,1.4,0.0,-15.3,0.0,-5.9,-6.3,9.8
O=C(CSc1nnc2c(Cl)cc(Cl)cn12)N1CCN(c2ccc(F)cc2)CC1,0.4,-2.6,-2.1,1.2,5.9,0.3,-2.6,-2.6,-10.8
CC(C)(Cc1ccccc1)/[N+]([O-])=C\c1ccc(C(F)(F)F)cc1,-0.7,-3.5,nt,-0.8,2.0,-0.4,7.6,-6.2,-4.3
CN(NC(=O)COc1ccccc1)C1=NS(=O)(=O)c2ccccc21,2.1,18.5,-3.3,0.0,-5.6,-0.1,-11.6,-0.5,-5.9
O=C(NCC1CCCCC1)c1ccc(F)c(S(=O)(=O)N2CCOCC2)c1,2.9,0.1,2.8,nt,nt,0.1,nt,9.5,-11.5
Cc1ccc(-c2cc(-c3ccccc3)nc(N)c2C#N)o1,3.6,-7.6,-7.0,-1.5,6.2,-0.7,6.4,-2.6,2.9
Cc1[nH]c2ccccc2c1CCN(Cc1cccnc1)C(=S)Nc1cccc(F)c1,3.1,-1.3,-11.9,0.6,-6.6,0.2,-3.0,2.7,-0.7
COC(=O)CN1C(c2ccc(OC)cc2)=Nc2ccc(Cl)cc2C1c1ccccc1 (stereo not drawn),3.3,-5.4,-22.9,1.2,91.4*,0.8,-23.6,-1.9,-18.5
CON/C=C(\C=Nc1ccc(Cl)cc1)c1ncc(C(F)(F)F)cc1Cl,3.4,5.8,-9.8,-1.7,nt,-0.1,4.9,-2.4,8.2
Cc1ccc(C(=O)Nc2cccc(Oc3ccccc3)c2)o1,1.0,16.9,-71.8*,-0.1,-6.2,-0.2,-4.1,-1.1,5.5
CCOc1ccccc1/C=C/c1onc(C)c1S(=O)(=O)N1CCC(C(=O)N2CCCCC2)CC1,3.5,-2.3,-10.6,0.5,nt,-0.5,-4.1,1.9,6.8
O=C(N/N=C\c1c(F)c(F)c(F)c(F)c1F)c1ccc(-c2ccccc2)cc1,0.0,2.2,-8.6,0.3,-2.3,0.1,-9.4,0.2,-8.6
O=C(Cc1csc(NC(=O)c2ccccc2)n1)NO,0.2,0.3,2.2,0.7,-7.6,0.0,4.8,6.4,1.1
COc1ccc(NC(=O)c2cccnc2SC)cc1OC,0.4,5.6,5.9,0.5,11.5,1.0,-4.1,-6.0,1.6
CC1CCN(C(=O)CCNS(=O)(=O)c2ccc(Br)cc2)CC1,4.7,0.6,1.8,-2.6,-15.1,-0.3,-14.2,1.1,0.2
CCC(=O)Nc1ccccc1C(=O)OCC(=O)c1ccc2ccccc2c1,7.5,2.7,-2.6,-0.5,4.6,0.6,-10.9,-8.9,-5.1
CCOC(=O)c1c(C)nc(C)c(C(=O)OCC)c1-c1ccco1,1.9,-1.9,2.4,-0.4,-5.1,0.1,4.5,6.5,-3.7
O=C(N/N=C(\c1ccccc1)c1ccccn1)c1ccccc1Cl,2.2,-3.1,-14.2,13.9,-22.0,-0.2,3.5,-0.3,-13.9
CCOc1ccc(OCCn2c(SCC(=O)O)nc3ccccc32)cc1,-0.7,11.3,-4.6,-0.2,-6.9,0.0,0.6,-4.8,-26.7
Cc1ccc(NC(=O)N2CCN(c3ccc(Cl)c(Cl)c3)CC2)cc1,15.9,-1.5,-11.9,-0.7,nt,0.0,-9.3,-3.5,-30.1*
COc1ccc(Cl)cc1C(=O)Nc1cccnc1,1.3,15.3,1.5,1.3,-7.0,0.0,12.7,-0.5,-2.7
NC(=O)[C@@H]1CC2(CC(c3cccc(NC(=O)[C@H]4CCC(=O)N4)c3)=NO2)CN1C(=O)COc1ccc(Cl)cc1 (stereo partly drawn),2.5,-3.2,nt,-0.5,-4.0,-0.6,-5.2,-2.6,-10.0
CC(C)CN(CC(C)C)c1nnc(NC(=O)Cn2c(=O)oc3ccccc32)s1,0.1,7.6,nt,0.5,-11.1,0.1,5.6,nt,5.5
Cn1c(=O)c2nc3ccccc3nc2n(C)c1=O,0.9,4.2,0.0,1.0,-9.8,0.7,12.4,-1.3,10.3
CN(C)CCNc1nc2sc3c(c2c(=O)n1CCc1ccccc1)CCCCC3,105.7*,1.8,?,2.4,-14.2,8.0,-10.3,0.1,-35.5*
CC(=O)N1N=C(c2cccs2)CC1c1ccc(Br)cc1 (stereo not drawn),0.4,5.8,-21.8,-1.1,13.3,-0.2,-2.1,5.9,-6.4
CC(C)c1ccc(/C=N/n2nnnc2Nc2ccccc2)cc1,1.2,-11.0,-8.2,0.5,27.8,0.1,-11.1,-3.5,-2.6
CCCOc1ccc(C2C(C(=O)OC)=C(C)N=C3SCCC(=O)N32)cc1OCC (stereo not drawn),5.2,4.6,-4.4,0.3,7.6,-0.5,-4.6,-7.3,5.3

# Six entries from above in a different format.
SMILES | D1 ag | TRHR PAM | RXFP1 antagonist | D2 ag | D2 antag | TRHR ag | D2 potentiator | D1 potentiator | D1 antag
O=C(Nc1ccccc1)Nc1cc([N+](=O)[O-])ccc1F | 20.1 | 3.4 | -2.9 | 0.8 | -1.7 | 1.8 | -2.5 | -7.5 | -18.9
O=C(N/N=C(\c1ccccc1)c1ccccn1)c1ccccc1Cl | 2.2 | -3.1 | -14.2 | 13.9 | -22.0 | -0.2 | 3.5 | -0.3 | -13.9
O=C(c1ccccc1Cl)N1N=C(c2cccs2)CC1c1cccc(O)c1 (stereo not drawn) | 3.5 | -2.1 | -23.0 | 1.3 | -14.4 | -0.1 | 0.1 | -1.4 | 4.0
COC(=O)c1ccccc1S(=O)(=O)Nc1ccc(OC)nc1 | 1.5 | 6.8 | -2.5 | -0.3 | 8.3 | 0.0 | 1.7 | -10.8 | -12.3
CC(=O)Nc1ccc(SC[C@H](CC(C)C)N2CCN(CC(C)C)CCC2=O)cc1 | 3.1 | -0.8 | nt | 0.3 | 14.0 | -0.3 | -0.5 | -2.9 | 7.8
COc1cccc(C(=O)NC(Cc2ccccc2)c2ccc3c(c2)OCCCO3)c1 (stereo not drawn) | 1.1 | 3.4 | 1.4 | 0.6 | -1.2 | 0.3 | -2.2 | -0.8 | 5.8

# Other results:
SMILES,D1 ag,TRHR PAM,RXFP1 antagonist,D2 ag,D2 antag,TRHR ag,D2 potentiator,D1 potentiator,D1 antag
Nc1ccc(Br)cc1C(NCC(=O)O)c1ccccc1 (stereo not drawn),2.2,12.1,-16.2,-0.1,-19.2,-0.1,-1.4,13.4,-3.6
Cn1c(=O)c2c(nc(Oc3ccc4c(c3)OCO4)n2Cc2ccc(F)cc2)n(C)c1=O,0.3,2.7,4.0,0.1,-0.4,0.1,-2.7,-1.1,3.5
CSc1ccc(CN2CCC(n3nccc3NC(=O)C3CCOC3)CC2)cc1 (stereo not drawn),2.1,25.0,4.6,0.2,-19.7,1.2,1.3,-9.8,-13.1
CCCSc1ncc(Cl)c(C(=O)NCc2ccc(OC)cc2)n1,4.1,-9.3,-26.4,0.4,nt,-0.6,5.5,-1.0,-4.7
CCN(CC)c1ccc(NC(=O)c2ccc3c(c2)c(C)c(C)n3C)cc1,1.9,5.5,-23.7,-0.5,11.8,-1.6,-0.4,-10.2,-15.4
Cc1cccc(OCC(=O)OCc2cc(=O)n3nc(C4CCCCC4)sc3n2)c1,6.3,-1.6,nt,1.4,nt,-0.2,-4.4,0.8,1.5
COCCn1c(N)c(N(Cc2ccccc2)C(=O)CSCC(=O)Nc2ccc(C)cc2)c(=O)[nH]c1=O,2.0,4.9,-3.5,0.0,-5.0,-0.1,-0.8,-2.4,20.8
COc1cccc(CNC(=O)c2ccc(CS(=O)(=O)Cc3ccc(C)cc3)o2)c1,14.1,-5.5,10.6,0.1,-0.4,0.5,6.4,-2.5,-43.5*
O=C(CCCn1c(SCc2cccc(F)c2)nc2ccccc2c1=O)NCC1CCCO1 (stereo not drawn),0.7,3.2,9.5,0.8,-14.3,-1.0,nt,-4.4,-13.2
O=C(NC1CC(=O)N(c2ccccc2)C1)c1ccc(Br)o1 (stereo not drawn),-2.1,23.5,-4.5,nt,nt,0.4,5.5,0.5,nt
Cc1cc(C)c(Cn2c3ccccc3c3cnn(CC(=O)NC4CCC(C)CC4)c(=O)c32)c(C)c1 (stereo not drawn),4.5,8.1,0.0,0.1,nt,1.7,-4.8,-0.8,2.6
Cc1cc(C)c(C)c(OCCN2CCOCC2)c1,2.7,7.0,-5.4,0.1,-15.9,-0.5,-8.8,-6.5,-9.5
CC(C)CCNC(=O)C1CCC(=O)N1CCc1ccccc1 (stereo not drawn),0.5,-3.3,3.0,nt,-4.8,0.2,4.6,0.5,0.1
O=C(CCN1C(=O)C2C3C=CC(C3)C2C1=O)NC1CCCCC1 (stereo not drawn),2.6,7.0,6.7,0.1,12.3,0.5,-6.6,0.5,-12.2
O=C(c1ccc(CS(=O)(=O)c2ccccc2)o1)N1CCN(c2ccccc2)CC1,1.5,-3.6,5.6,0.7,-7.1,0.2,-8.3,1.4,-2.5
O=C(c1ccccc1[N+](=O)[O-])N1CCN(Cc2ccc3c(c2)OCO3)CC1,0.4,3.6,7.9,0.2,-4.5,0.0,-0.1,1.8,14.1
CCN(c1ccc(NC(=O)COC(=O)CCC(=O)c2ccc(F)cc2)cc1)C(C)C,-0.4,-10.2,-13.5,0.1,11.2,-0.7,2.6,-7.8,0.7
CC1CCN(C(=O)CN(c2ccc(Oc3ccccc3)cc2)S(C)(=O)=O)CC1,2.3,-9.6,-2.7,-0.7,4.1,-0.2,5.3,0.8,-17.5
COc1ccc(C(=O)OCC(=O)C(C)(C)C)cc1S(=O)(=O)N(C)CCc1cccnc1,5.9,2.6,-4.7,-0.1,-11.4,0.3,-1.8,-2.8,5.5
